UPR CHOP act = apoptotic UPR (CHOP) activation. CHO-CHOP luciferase reporter, luminescence; percent of tunicamycin response over DMSO baseline. activation, % at 10 µM. 330,000 compounds, 0.34% hits. AID 449763;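 active means at 10 µM dose, activation of 40% or more, normalized to positive control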;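 further: 100% = tunicamycin at 10 µg/mL and 0% = DMSO alone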
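System: CHO-CHOP luciferase reporter cell line | Buffer or medium: F12 medium containing 10% fetal bovine serum | Doses: One dose, 10 µM in 0.5% DMSO | Times: 6 h compound exposure at 37 °C after overnight seeding | Signal: Luciferase luminescence | Read-out: % activation vs tunicamycin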
697 NFkB inh = lowers PMA/ionomycin-induced NF-kB signal in 697 B cells. 330,000 compounds, 0.33% hits. AID 435022. inhibition, % at 4 µM. 697 B-cell NF-kB luciferase reporter, 16 h; in the data active means inhibition above about 35%
Jurkat NFkB inh = inhibitors of the PMA/ionomycin-induced NF-kB reporter in Jurkat cells. PMA/ionomycin-induced NF-kB luciferase reporter, luminescence. inhibition, % at 4 µM. 330,000 compounds, 0.53% hits; in the data active means inhibition above about 50%
tim23-1 inh = inhibits growth of tim23-1 mutant yeast; inhibition, % at 20 µM; S. cerevisiae tim23-1 growth, BacTiter-Glo luminescence, 24 h; 330,000 compounds, 1.3% hits;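 active means growth inhibition of the mutant yeast at or above 50%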;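 further: temperature-sensitive mutant grown at 25 °C; plate controls were DMSO-treated mutant yeast for no effect and medium wells lacking yeast for full effect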
tim10-1 inh = inhibits growth of tim10-1 mutant yeast | S. cerevisiae tim10-1 ts strain growth, BacTiter-Glo, 24 h | inhibition, % at 20 µM | 330,000 compounds, 2.2% hits | AID 463190;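 active means inhibition of at least 40%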;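 further: mutant grown at 25 °C; 0% = DMSO wells with yeast and 100% = wells holding no yeast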
Mdm2-MdmX inh = inhibitors of human Mdm2/MdmX interaction; SaOS-2 split-luciferase Mdm2/MdmX complementation, luminescence; 330,000 compounds, 3% hits; inhibition, % at 8 µM; O15151+Q00987;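 active means inhibition of at least 50% at 8 µM in the primary screen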
Target sequence (O15151 whole entry, looked up): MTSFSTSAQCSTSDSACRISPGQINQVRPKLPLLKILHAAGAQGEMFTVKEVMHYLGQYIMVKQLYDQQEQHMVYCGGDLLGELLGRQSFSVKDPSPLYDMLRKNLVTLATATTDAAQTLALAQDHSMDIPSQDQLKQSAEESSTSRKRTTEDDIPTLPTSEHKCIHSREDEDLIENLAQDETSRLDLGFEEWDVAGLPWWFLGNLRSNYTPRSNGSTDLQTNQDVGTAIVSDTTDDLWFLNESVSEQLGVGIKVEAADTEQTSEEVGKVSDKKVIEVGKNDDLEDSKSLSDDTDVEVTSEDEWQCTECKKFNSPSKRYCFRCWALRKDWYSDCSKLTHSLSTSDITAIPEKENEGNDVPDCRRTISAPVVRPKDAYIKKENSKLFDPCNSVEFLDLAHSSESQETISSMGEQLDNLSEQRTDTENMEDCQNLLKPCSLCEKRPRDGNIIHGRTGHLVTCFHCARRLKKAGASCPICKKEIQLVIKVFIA
Target sequence (Q00987 whole entry, looked up): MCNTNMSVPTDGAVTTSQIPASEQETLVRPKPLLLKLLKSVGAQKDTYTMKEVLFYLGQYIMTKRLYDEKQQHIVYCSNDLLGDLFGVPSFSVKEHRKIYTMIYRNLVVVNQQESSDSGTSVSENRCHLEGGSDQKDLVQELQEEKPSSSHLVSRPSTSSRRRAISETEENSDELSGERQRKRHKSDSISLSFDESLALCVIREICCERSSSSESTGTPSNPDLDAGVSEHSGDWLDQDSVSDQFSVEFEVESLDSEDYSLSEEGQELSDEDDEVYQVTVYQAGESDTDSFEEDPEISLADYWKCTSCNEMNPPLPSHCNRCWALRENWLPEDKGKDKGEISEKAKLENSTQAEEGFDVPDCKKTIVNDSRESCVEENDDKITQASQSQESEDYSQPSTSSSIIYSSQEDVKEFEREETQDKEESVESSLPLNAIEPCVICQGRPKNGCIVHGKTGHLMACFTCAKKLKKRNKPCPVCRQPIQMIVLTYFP
UPR XBP1 act = adaptive UPR (XBP1) activation; CHO-XBP1 luciferase reporter, IRE1-XBP1 UPR activation, luminescence; percent of tunicamycin response, DMSO as zero; activation, % at 20 µM; AID 463104; 330,000 compounds, 0.33% hits;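 active means versus positive control, 20 µM dose yields 30% or more activation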;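 further: 100% = tunicamycin at 10 µg/mL and 0% = DMSO only wells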
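Test system: CHO-XBP1 luciferase reporter cells | Buffer or medium: Serum-containing F12 medium, 10% FBS | Schedule: 6 h compound exposure at 37 °C, 5% CO2 | Detection: Steady-Glo luciferase glow luminescence, 10 min after reagent addition | Read-out basis: Activation, % of tunicamycin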
TIM10 inh = growth inhibitors of TIM10 yeast strain; S. cerevisiae TIM10 strain growth, BacTiter-Glo luminescence, 24 h; inhibition, % at 10 µM; 330,000 compounds, 1.4% hits; AID 463195;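 active means inhibition of 40% or more at the single tested concentration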;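 further: wild-type TIM10 isogenic control strain grown at permissive 25 °C; 0% = DMSO yeast wells and 100% = minimal medium wells without yeast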
* = called active by the depositor; / = no result given.

SMILES	UPR CHOP act	697 NFkB inh	Jurkat NFkB inh	tim23-1 inh	tim10-1 inh	Mdm2-MdmX inh	UPR XBP1 act	TIM10 inh
COCCNc1nc(-c2cc(-c3ccc(Cl)cc3)on2)cc(C(C)C)n1	0.6	5	-21	7	36	0	-2	-1
CC(C)(C)n1nnnc1C(c1ccc(C(F)(F)F)cc1)N(Cc1ccc(F)cc1)Cc1ccco1 (centres undefined)	4.6	3	47	-6	6	90*	5	10
COc1ccc(/C=N/c2oc(-c3ccccc3)cc2C#N)cc1OC	-1.1	0	3	1	21	-14	3	16
Fc1cc(Cl)ccc1NC1=NCCCCC1	1.0	-3	5	1	8	3	1	-20
Cc1cc(NC(=O)C2CC(=O)N(c3cccc(Cl)c3)C2)no1 (centres undefined)	4.3	7	5	-4	-11	3	2	-28
Cc1nnc(NC(=O)CCN2C(=O)/C(=C\c3ccccc3)SC2=S)s1	2.0	14	2	-8	6	-17	-2	-6
COC(=O)c1ccc2c(=O)n(-c3ccccc3)c(SCN3C(=O)c4ccccc4C3=O)nc2c1	6.1	-1	9	14	15	4	-1	9
COc1ccccc1N1CCN(C(=O)c2ccc(COc3cccc4c3OC(C)(C)C4)cc2)CC1	0.4	-20	2	12	15	30	-5	2
O=C(CSc1nc2ccccc2[nH]1)Nc1c(F)c(F)c(F)c(F)c1F	1.3	-14	2	4	4	18	0	0
CN(CC(=O)Nn1cnnc1)S(=O)(=O)c1ccc(Br)cc1	0.4	15	10	0	8	0	1	-4
CCN(c1ccccc1)S(=O)(=O)c1ccc(C(=O)NCC(c2cccs2)N(C)C)cc1 (centres undefined)	0.7	-2	-9	11	14	1	-1	6
COc1ccccc1OCC(=O)Nc1cccc(S(=O)(=O)NC2=NCCCCC2)c1	0.1	-31	-5	5	3	-14	0	1

The list goes on; it opens with the 6 that closed the last part.
SMILES	UPR CHOP act	697 NFkB inh	Jurkat NFkB inh	tim23-1 inh	tim10-1 inh	Mdm2-MdmX inh	UPR XBP1 act	TIM10 inh
COC(=O)c1ccc2c(=O)n(-c3ccccc3)c(SCN3C(=O)c4ccccc4C3=O)nc2c1	6.1	-1	9	14	15	4	-1	9
COc1ccccc1N1CCN(C(=O)c2ccc(COc3cccc4c3OC(C)(C)C4)cc2)CC1	0.4	-20	2	12	15	30	-5	2
O=C(CSc1nc2ccccc2[nH]1)Nc1c(F)c(F)c(F)c(F)c1F	1.3	-14	2	4	4	18	0	0
CN(CC(=O)Nn1cnnc1)S(=O)(=O)c1ccc(Br)cc1	0.4	15	10	0	8	0	1	-4
CCN(c1ccccc1)S(=O)(=O)c1ccc(C(=O)NCC(c2cccs2)N(C)C)cc1 (centres undefined)	0.7	-2	-9	11	14	1	-1	6
COc1ccccc1OCC(=O)Nc1cccc(S(=O)(=O)NC2=NCCCCC2)c1	0.1	-31	-5	5	3	-14	0	1
NC(=O)CSc1nc2ccccc2c(=O)n1-c1ccccc1	0.2	14	14	13	10	29	2	-5
CCOc1ccc(/C(O)=C2/C(=O)C(=O)N(c3ncccn3)C2c2ccccc2)cc1 (centres undefined)	1.1	-21	-28	19	1	-6	0	0
COc1ccccc1/C=C/C=N/NC(=O)c1ccc2nc[nH]c2c1	0.2	21	8	-5	-15	8	2	-5
COc1ccccc1N1CCN(C(=O)CSc2nnnn2C2CC2)CC1	1.5	8	12	12	-10	-10	0	-5
C/C(CC(=O)Nc1cc(C)ccn1)=N\NC(=O)C(=O)NC(C)C	-1.7	12	15	3	-9	8	-4	1
CCOc1ccc(N(Cc2ccc(C(=O)O)cc2)S(=O)(=O)c2ccc(C)cc2)cc1	-0.2	11	3	20	9	18	0	6
CCOc1cccc2sc(N(CCCN(C)C)C(=O)c3ccc(S(=O)(=O)N(C)Cc4ccccc4)cc3)nc12	4.6	-31	25	-1	8	74*	27	12
COc1ccc(C(=O)O/N=C(\N)c2ccccn2)cc1	-9.2	-128	37	49	34	97*	-12	42*
CCCCN(CC)S(=O)(=O)c1ccc(C(=O)Nc2nnc(CSC)o2)cc1	1.7	-3	6	10	19	21	-1	20
Cc1ccc(-n2nc3c(c2NC(=O)c2ccc4c(c2)OCO4)CS(=O)(=O)C3)cc1C	0.4	-18	-8	1	-2	22	-3	-5
Cc1ccc(S(=O)(=O)Cc2ccc([N+](=O)[O-])cc2)cc1	2.4	-5	23	0	-3	0	-3	10
O=C(NCC1CCCO1)c1ccc(-c2cccc(C(F)(F)F)c2)o1 (centres undefined)	0.4	8	-3	34	36	-9	1	14
CCOc1ccc(C2C([N+](=O)[O-])=C(C)N(C)C(=O)N2C)cc1OC (centres undefined)	-1.2	0	2	7	8	9	2	4
Cc1cn2nc(N)c3ccccc3c2n1	41*	-5	0	-3	7	-1	-2	3
O=[N+]([O-])c1ccc2nc(-[n+]3c(-c4ccccc4)cc(-c4ccccc4)cc3-c3ccccc3)[nH]c2c1	0.9	-6	7	22	29	81*	-2	28
COc1cccc(/C=C2\SC(=O)N(CCC(=O)N3CCC(C(=O)O)CC3)C2=O)c1	0.1	-6	1	11	13	3	-5	12
C=CCn1c(SCC(=O)Nc2nc3ccccc3s2)nnc1-c1ccccc1O	-1.7	-35	-8	20	20	-10	-2	9
Cc1ccoc1C(=O)N1CCCC(CO)(Cc2ccc(F)cc2)C1 (centres undefined)	0.3	25	1	23	7	28	-3	3
CN(Cc1ccccc1)C(=O)COC(=O)c1ccc(S(=O)(=O)N(C)C)cc1	-1.3	19	2	14	18	-17	-4	-3
CC(OC(=O)c1ccc(S(=O)(=O)N2CCCCC2)cc1)C(=O)Nc1ccc(C(N)=O)cc1 (centres undefined)	-0.1	-2	19	-1	-6	54*	10	3
COCC(=O)N1CCN(c2cccc(Cl)c2)CC1	2.5	12	-12	-9	-1	7	-1	-26
COc1ccc(C(C(=O)OC(C)CN(C)C)c2ccccc2)cc1 (centres undefined)	-0.5	-11	-10	5	14	2	-1	-7
O=C(Nc1nc(-c2ccc3c(c2)OCCO3)cs1)c1ccc(S(=O)(=O)N2CCCCC2)cc1	2.1	-48	10	18	8	13	-4	16
CCc1nnc(NC(=O)CN2CCOCC2)s1	-0.5	0	-1	0	-22	5	-5	-13
CC[C@]12c3[nH]c4cc(-c5ccco5)ccc4c3CCN1C(=O)[C@@H](CC(=O)NCC13CC4CC(CC(C4)C1)C3)C[C@@H]2C(=O)N1CCN(C(=O)C2CC2)CC1	16	-12	/	38	12	78*	7	6
COc1ccc(C2=NN(S(=O)(=O)c3ccccc3)C(c3ccccc3)C2)cc1 (centres undefined)	-0.2	-31	-13	32	10	2	3	-9
Cc1cc(=O)oc(C)c1C(=O)NCc1ccccn1	-0.9	8	0	5	-2	2	-1	-13
Cc1ccccc1-n1c2nc(=O)n(C)c(=O)c-2cc2ccccc21	-2.8	-25	-10	7	-9	12	-3	-16
COc1ccccc1CNC(=O)C1CCN(S(=O)(=O)c2ccc(-n3cnnn3)cc2)CC1	1.3	21	8	12	13	-18	-4	-8
C=CCN(c1ccccc1Cl)S(=O)(=O)c1cc(C(=O)N2CCCC2)ccc1Cl	0.0	-2	3	24	13	-11	-1	2
Cc1[nH]c2ccccc2c(=O)c1SC(F)(F)C(F)C(F)(F)F (centres undefined)	-0.2	13	-11	28	14	27	-7	23
CC(C)(O)C#Cc1ccc(C(=O)Nc2ccc3c(c2)OCO3)s1	7.3	-56	-125	15	18	-61	2	11
O=C(c1ccc(Cl)c(Cl)c1)N1CCC(=O)N(C(COCc2ccc(Cl)cc2)Cc2ccccc2)CC1 (centres undefined)	-0.1	10	-4	27	28	52*	-4	14
NS(=O)(=O)c1ccc(N2N=C(c3ccc(Br)cc3)CC2c2ccc(F)cc2)cc1 (centres undefined)	-1.0	6	-1	20	20	72*	5	34
COc1ccc(C(=O)N(Cc2ccco2)Cc2cc3cc(C)ccc3[nH]c2=O)cc1OC	-2.7	5	-30	-11	11	14	-3	0
COc1ccccc1C(c1nnnn1CS(=O)(=O)c1ccc(C)cc1)N1CCSCC1 (centres undefined)	-0.9	-11	2	36	32	14	-2	32
CN(CC(=O)OCC(=O)NCc1ccccc1)S(=O)(=O)c1ccc(F)cc1	-1.2	12	13	9	8	12	0	5
COc1ccc(NC(=O)N(C)C[C@H]2Oc3c(NS(=O)(=O)c4cn(C)cn4)cccc3C(=O)N([C@H](C)CO)C[C@@H]2C)cc1	1.8	13	11	10	9	19	-1	-5
CC(=O)Nc1ccc(NC(=O)CSc2nnc(NC(=O)c3ccco3)s2)cc1	9.6	-4	-12	5	-27	22	-3	-9
Cc1ccc(SCC(=O)OCC(=O)N(CC(C)C)c2c(N)n(Cc3ccccc3)c(=O)[nH]c2=O)cc1C	-0.3	29	-7	-6	2	24	-2	0
Cc1cccn2c(=O)c3cc(C(=O)NC4CCCCCC4)sc3nc12	2.3	14	-1	1	6	32	355*	9
c1ccc2c(N3CCCCC3)nc(N3CCCCC3)nc2c1	0.4	-31	-6	20	19	6	-2	14
O=C1[C@@H]2C(Cc3ccc(O)cc3)NC3(C(=O)Nc4ccc(F)cc43)[C@@H]2C(=O)N1c1ccc(F)cc1 (some centres undefined)	1.4	3	-3	6	17	13	3	13
Cn1c(=O)c2cc(S(=O)(=O)Nc3cc(C(=O)O)cc(C(=O)O)c3)ccc2n(C)c1=O	9.8	4	-7	-6	2	5	3	-7
O=C(COc1cc(Cl)ccc1Cl)Nc1ccc2c(c1)CCC2	2.9	-10	-2	-2	1	24	0	2
CC(=O)C1=C(O)C(=O)N(Cc2ccccc2)C1c1ccccc1F (centres undefined)	-1.8	6	-10	3	1	10	-2	-22
COC(=O)c1ccc(CSc2nnc(NC(=O)C3CC(=O)N(c4ccc5c(c4)OCCO5)C3)s2)cc1 (centres undefined)	-2.9	-20	-3	-16	-5	19	-5	-14
COc1ccc(OCC(=O)NNC(=O)c2cccc(C)c2)cc1	-0.3	7	-15	5	6	6	-1	0
Nc1ccccc1NC(=O)NC(=O)c1ccccc1	4.4	-91	-66	6	-8	-18	-2	-6
Cn1c(=O)n(C)c2cc([N+](=O)[O-])c(N3CCN(S(=O)(=O)c4ccc5ccccc5c4)CC3)cc21	-0.5	-9	19	26	21	20	-4	18
c1coc(C2=Nc3cccc4cccc(c34)N2)c1	5.3	-9	-1	49	47*	8	3	49*
Cc1ccc(C)c(N2CN(Cc3cccnc3)CNC2=S)c1	0.2	-21	-10	3	24	-4	0	2
COc1ccc(CN2CCC(N3CC(C)OC(C)C3)CC2)c(OC)c1OC (centres undefined)	1.0	11	5	-2	-10	-28	-5	-8
CC(C)Oc1ccc(C(=O)NCc2cccnc2)cc1	2.3	-9	-14	-3	1	4	-1	-5
CC(C)(C)[C@H]1CCC(=O)N([C@H](CN=[N+]=[N-])Cc2ccccc2)CC1	-3.4	-3	9	36	41*	-9	-2	19
NC(=O)C1CCN(S(=O)(=O)Cc2ccccc2Cl)CC1	-1.0	17	4	1	-4	-21	-5	3
CN(C)/C=C(\C#N)C(=O)Nc1ccc(F)c(Cl)c1	5.9	-46	-46	10	6	-45	-1	8
CCn1c(SCCC(=O)Nc2ccccc2)nnc1-c1ccc(OC)cc1	0.5	2	-1	25	21	-5	-3	-7
Cc1nnc(SCC(=O)Nc2c(C)n(C)n(-c3ccccc3)c2=O)n1Cc1ccccc1	-1.4	5	-5	1	8	-9	1	-5
Cc1cccc2sc(NC(=O)C3=NN(c4ccccc4)C(=O)CC3)nc12	0.8	-2	-19	-14	16	-9	0	-21
CSc1ccccc1C(=O)N1CCN(S(=O)(=O)c2sc(C(=O)O)c(C)c2C(=O)O)CC1	-0.1	-18	-11	13	2	1	2	2

Shown as a hit in UPR XBP1 act, of those listed so far:
molecule,697 NFkB inh,Jurkat NFkB inh,tim10-1 inh,Mdm2-MdmX inh,UPR XBP1 act
Cc1cccn2c(=O)c3cc(C(=O)NC4CCCCCC4)sc3nc12,14,-1,6,32,355*

Screening data from PubChem.
